PME-1 Maybr inh = PME-1 (human) inhibition, Maybridge primary screen. Q9Y570. recombinant PME-1, FP-Rh probe fluorescence polarization. inhibition, % at 9 µM. hit rate 0.5% among 16,000. AID 2291; in the data active means inhibition above about 30%
S1P1 agonist = activates the human S1P1 receptor; P21453; S1P1 agonist cell-based reporter assay; activation, % at 4.5 µM; hit rate 1.5% among 16,000; AID 1044; in the data active means activation above about 80%
Target sequence (P21453 whole entry, looked up): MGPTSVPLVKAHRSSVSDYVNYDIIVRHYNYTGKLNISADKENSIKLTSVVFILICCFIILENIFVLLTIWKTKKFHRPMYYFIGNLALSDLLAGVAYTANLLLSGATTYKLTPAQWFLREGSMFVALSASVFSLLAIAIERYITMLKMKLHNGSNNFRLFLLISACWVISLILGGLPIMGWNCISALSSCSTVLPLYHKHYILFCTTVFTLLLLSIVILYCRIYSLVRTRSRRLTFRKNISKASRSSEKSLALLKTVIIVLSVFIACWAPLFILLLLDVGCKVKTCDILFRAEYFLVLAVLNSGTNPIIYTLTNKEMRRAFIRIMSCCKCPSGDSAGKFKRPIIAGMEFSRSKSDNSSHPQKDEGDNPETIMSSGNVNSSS
TLR4 MyD88 blk = blocks binding of human TLR4 to MyD88; O00206; Cell-based TLR4-MyD88 binding inhibition assay; inhibition, % at 10 µM; hit rate 0.06% among 16,000; in the data active means inhibition above about 45%
luminol inh ctr = counter-screen for Nox1 inhibitors: inhibitors of luminol chemiluminescence; HRP/luminol/H2O2 chemiluminescence counterscreen; inhibition, % at 6.7 µM; hit rate 0.4% among 16,000; AID 1823; further: reference of the scale not given here
Nox1 inh = inhibitors of human NADPH oxidase 1 (Nox1) | hit rate 0.81% among 16,000 | inhibition, % at 6.7 µM | AID 1792 | Q9Y5S8 | HT29 cells, luminol chemiluminescence ROS
Target sequence (Q9Y5S8 whole entry, looked up): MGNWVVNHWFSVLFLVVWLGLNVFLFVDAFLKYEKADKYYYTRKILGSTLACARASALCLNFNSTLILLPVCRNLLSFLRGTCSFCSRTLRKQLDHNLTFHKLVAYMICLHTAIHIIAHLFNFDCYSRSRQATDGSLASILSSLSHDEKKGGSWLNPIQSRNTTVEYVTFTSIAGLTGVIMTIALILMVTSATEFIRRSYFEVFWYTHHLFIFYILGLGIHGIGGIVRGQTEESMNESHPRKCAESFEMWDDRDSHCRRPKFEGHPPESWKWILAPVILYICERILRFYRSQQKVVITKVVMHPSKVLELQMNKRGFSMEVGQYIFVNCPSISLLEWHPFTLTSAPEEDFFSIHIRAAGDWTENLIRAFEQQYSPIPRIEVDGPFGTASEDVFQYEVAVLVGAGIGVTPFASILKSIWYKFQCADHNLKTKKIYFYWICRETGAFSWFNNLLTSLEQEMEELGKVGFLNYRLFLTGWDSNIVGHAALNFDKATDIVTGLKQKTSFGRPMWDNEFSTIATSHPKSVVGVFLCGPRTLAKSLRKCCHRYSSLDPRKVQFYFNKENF
rat GALR2 agon = GALR2 (rat) receptor agonism; AID 833; O08726; cell-based GALR2 agonist screen; hit rate 0.5% among 16,000; activation, % at 10 µM; in the data active means activation above about 15%
NOTCH agonist = NOTCH pathway agonism; activation, % at 2.5 µM; hit rate 0.4% among 15,000; NOTCH signaling luciferase reporter cells, luminescence; in the data active means activation above about 2.2%
KOR antag MB = antagonists of human kappa opioid receptor OPRK1, Maybridge library; P41145; OPRK1 cells, antagonist mode, fluorescence readout; inhibition, % at 9 µM; hit rate 0.4% among 16,000; in the data active means inhibition above about 50%
* hit, by the source's call. Unless noted, no stated cut-off is given here; in the data, active means inhibition above about 75%; inactive means the rest.

O=[N+]([O-])c1ccc(N2CCCCC2)nc1N1CCCCC1 was read as PME-1 Maybr inh 3, S1P1 agonist -12, TLR4 MyD88 blk -12, luminol inh ctr 10, Nox1 inh 25, rat GALR2 agon -3 and KOR antag MB 2.
For Cc1nc(-c2sc3ccc(Cl)cc3c2C)cs1 the results were PME-1 Maybr inh 1, S1P1 agonist -16, TLR4 MyD88 blk 2, luminol inh ctr -5, Nox1 inh -31, rat GALR2 agon -8, NOTCH agonist -0.5 and KOR antag MB 3.
CC(C)(C)C1=NN(c2ccccc2)C(=O)C1 was read as PME-1 Maybr inh 5, S1P1 agonist 5, TLR4 MyD88 blk 7, luminol inh ctr 2, Nox1 inh -49, rat GALR2 agon -8, NOTCH agonist -0.7 and KOR antag MB 10.
O=[N+]([O-])c1ccc(ONS(=O)(=O)c2ccc(F)cc2)c([N+](=O)[O-])c1 was read as PME-1 Maybr inh 5, S1P1 agonist 1, TLR4 MyD88 blk -13, luminol inh ctr -6, Nox1 inh 13, rat GALR2 agon -6, NOTCH agonist -0.2 and KOR antag MB 3.
`O=C1CC2(CCCC2)CC(=O)N1Cc1csc2ccccc12` gave PME-1 Maybr inh 8, S1P1 agonist 18, TLR4 MyD88 blk 0, luminol inh ctr -3, Nox1 inh -16, rat GALR2 agon -5, NOTCH agonist 0.1 and KOR antag MB 3.
Cc1cccc(C)c1NC(=O)CN1CCOCC1 was read as PME-1 Maybr inh -4, S1P1 agonist 21, TLR4 MyD88 blk 3, luminol inh ctr 3, Nox1 inh -78, rat GALR2 agon -5, NOTCH agonist 0.3 and KOR antag MB 2.
For Cc1cc(C(=O)OCC(=O)c2ccc(Cl)cc2)ccc1[N+](=O)[O-] the results were PME-1 Maybr inh 1, S1P1 agonist -3, TLR4 MyD88 blk 1, luminol inh ctr 0, Nox1 inh -5, rat GALR2 agon -4, NOTCH agonist -0.4 and KOR antag MB 11.
`S=c1[nH]nc(Cc2ccsc2)n1Cc1ccccc1` gave PME-1 Maybr inh 3, S1P1 agonist -9, TLR4 MyD88 blk 1, luminol inh ctr 93*, Nox1 inh 21, rat GALR2 agon -6, NOTCH agonist 0.4 and KOR antag MB -6.
S=c1nccc(-c2ccc(-c3cccs3)s2)[nH]1 was read as PME-1 Maybr inh -3, S1P1 agonist -48, TLR4 MyD88 blk -6, luminol inh ctr -3, Nox1 inh -17, rat GALR2 agon 6, NOTCH agonist -0.6 and KOR antag MB -43.
`N=C(N)Sc1cnc2ccccc2n1` gave PME-1 Maybr inh 1, S1P1 agonist -2, luminol inh ctr 3, Nox1 inh -96, rat GALR2 agon -5, NOTCH agonist 0.1 and KOR antag MB 19.
ONC(=Nc1ccccc1)c1cccnc1 was read as PME-1 Maybr inh 2, S1P1 agonist -12, TLR4 MyD88 blk -4, luminol inh ctr 38, Nox1 inh 9, rat GALR2 agon -6, NOTCH agonist -0.2 and KOR antag MB 7.
Screening CC(=O)c1cc(-c2ccc(Cl)cc2)oc1C returned PME-1 Maybr inh 2, S1P1 agonist 3, TLR4 MyD88 blk -5, luminol inh ctr -4, Nox1 inh 17, rat GALR2 agon -5, NOTCH agonist -5.4 and KOR antag MB -6.
Screening O=C1ON=C(CSc2ccccc2)/C1=C/c1ccc(Cl)cc1 returned PME-1 Maybr inh 11, S1P1 agonist 1, TLR4 MyD88 blk -3, luminol inh ctr 5, Nox1 inh -47, rat GALR2 agon -4, NOTCH agonist -0.2 and KOR antag MB 3.
CCn1nc(C)cc1-c1nnc(SCC(=O)Nc2ccc(C(C)C)cc2)o1 was read as PME-1 Maybr inh 1, S1P1 agonist -5, TLR4 MyD88 blk 2, luminol inh ctr 0, Nox1 inh 16, rat GALR2 agon -5, NOTCH agonist 0.6 and KOR antag MB 19.
O=C(c1cc(F)cc2c1OCOC2)N1CCN(C2c3ccccc3-c3ccccc32)CC1 was read as PME-1 Maybr inh 8, S1P1 agonist 8, TLR4 MyD88 blk -7, luminol inh ctr 2, Nox1 inh -22, rat GALR2 agon -13, NOTCH agonist -0.1 and KOR antag MB -1.
For Cc1oc(S(=O)(=O)N2CCCCC2)cc1C(=O)Nc1ccc2c(c1)OCO2 the results were PME-1 Maybr inh -3, S1P1 agonist 12, TLR4 MyD88 blk 12, luminol inh ctr 1, Nox1 inh -16, rat GALR2 agon -9, NOTCH agonist -0.8 and KOR antag MB 13.
O=C(NCc1csc(-c2cccs2)n1)c1nc2ccccc2s1 was read as PME-1 Maybr inh 0, S1P1 agonist 3, TLR4 MyD88 blk -6, luminol inh ctr -2, Nox1 inh -51, rat GALR2 agon -4, NOTCH agonist -0.2 and KOR antag MB 7.
CN1CCC2(N3CCOCC3)C(C1)N=NN2c1cc(C(F)(F)F)cc(C(F)(F)F)c1 (stereo unspecified) was read as PME-1 Maybr inh 5, S1P1 agonist 15, TLR4 MyD88 blk -4, luminol inh ctr -4, Nox1 inh 38, rat GALR2 agon -1 and NOTCH agonist -0.6.
Screening CSc1ccc(/C=C(\C#N)C(N)=O)cc1 returned PME-1 Maybr inh 5, S1P1 agonist -14, TLR4 MyD88 blk -5, luminol inh ctr -4, Nox1 inh -17, rat GALR2 agon -7, NOTCH agonist -0.7 and KOR antag MB 5.
Screening CCOC(=O)/C(C#N)=C(\N=C(/N)c1ccc(C(F)(F)F)cc1)Nc1ccc(Cl)cc1 returned PME-1 Maybr inh -6, S1P1 agonist 0, TLR4 MyD88 blk 8, luminol inh ctr -1, Nox1 inh -48, rat GALR2 agon -4, NOTCH agonist 0.1 and KOR antag MB 8.
Screening O=C(NNS(=O)(=O)c1ccc(Cl)c(Cl)c1)c1sccc1-n1cccc1 returned PME-1 Maybr inh 2, S1P1 agonist 5, TLR4 MyD88 blk 9, luminol inh ctr 19, Nox1 inh -26, rat GALR2 agon -5, NOTCH agonist -1.3 and KOR antag MB -9.
Screening O=C(O)c1ccccc1N/C=C/[N+](=O)[O-] returned PME-1 Maybr inh -1, S1P1 agonist 0, TLR4 MyD88 blk 12, luminol inh ctr 5, Nox1 inh -43, rat GALR2 agon -3, NOTCH agonist -0.6 and KOR antag MB 12.
For CSc1ccc(C(F)(F)F)cc1C(=O)/C=C/N(C)C the results were PME-1 Maybr inh 0, S1P1 agonist -2, TLR4 MyD88 blk -5, luminol inh ctr -2, Nox1 inh 8, rat GALR2 agon -6, NOTCH agonist -1.0 and KOR antag MB -14.
For CCOC(=O)CN(C(=O)CSc1n[nH]c(-c2ccncc2)n1)c1ccccc1 the results were PME-1 Maybr inh 1, S1P1 agonist -1, TLR4 MyD88 blk -14, luminol inh ctr 2, Nox1 inh -15, rat GALR2 agon -11, NOTCH agonist -0.2 and KOR antag MB -11.
`Cc1n[nH]c(C)c1N=Nc1ccc(Cl)cc1Cl` gave PME-1 Maybr inh -2, S1P1 agonist -3, TLR4 MyD88 blk 2, luminol inh ctr 5, Nox1 inh -76, rat GALR2 agon -5, NOTCH agonist -4.6 and KOR antag MB -2.
COC(=O)c1cnc(N2CCCN(C(=O)C3COc4ccccc4O3)CC2)nc1C(F)(F)F (stereo unspecified) was read as PME-1 Maybr inh 1, S1P1 agonist 5, TLR4 MyD88 blk -2, luminol inh ctr 1, Nox1 inh -34, rat GALR2 agon -8, NOTCH agonist -0.2 and KOR antag MB -8.
For Cc1nc(N(C)C)c(C#N)c(C)c1[N+](=O)[O-] the results were PME-1 Maybr inh 1, S1P1 agonist -21, TLR4 MyD88 blk -2, luminol inh ctr 0, Nox1 inh -40, rat GALR2 agon -5, NOTCH agonist -0.4 and KOR antag MB 17.
`Cc1noc(C)c1C(=O)Oc1ccc([N+](=O)[O-])cc1` gave PME-1 Maybr inh 4, S1P1 agonist 6, TLR4 MyD88 blk -11, luminol inh ctr 0, Nox1 inh -41, rat GALR2 agon -7, NOTCH agonist -0.5 and KOR antag MB 5.
`O=S(=O)(Cc1ccc(Cl)cc1)N1CCCCCC1` gave PME-1 Maybr inh -3, S1P1 agonist 5, TLR4 MyD88 blk 7, luminol inh ctr 3, Nox1 inh -30, rat GALR2 agon -6, NOTCH agonist -0.1 and KOR antag MB 8.
`O=C(NCC1CC1)Nc1csc(Cc2c(Cl)cccc2Cl)n1` gave PME-1 Maybr inh -2, S1P1 agonist 21, TLR4 MyD88 blk 6, luminol inh ctr 5, Nox1 inh -35, rat GALR2 agon -3, NOTCH agonist -0.7 and KOR antag MB -17.
`c1cnc(-c2nc(C34CC5CC(CC(C5)C3)C4)cs2)cn1` gave PME-1 Maybr inh 1, S1P1 agonist 0, TLR4 MyD88 blk 0, luminol inh ctr -6, Nox1 inh 10, rat GALR2 agon -9, NOTCH agonist -0.3 and KOR antag MB -6.
Screening CC12CCC(O)CC1=CCC1C2CCC2(C)/C(=N/NC(N)=O)CCC12 (stereo unspecified) returned PME-1 Maybr inh 14, S1P1 agonist -1, TLR4 MyD88 blk -1, luminol inh ctr -1, Nox1 inh 6, rat GALR2 agon -4, NOTCH agonist -0.1 and KOR antag MB 1.
`OC1(C(F)(F)F)CC(c2ccc3ccccc3c2)=NO1` (stereo unspecified) gave PME-1 Maybr inh 5, S1P1 agonist 0, TLR4 MyD88 blk -3, luminol inh ctr -1, Nox1 inh -5, rat GALR2 agon -8, NOTCH agonist -0.3 and KOR antag MB 1.
CCOC(=O)CSc1ccc(C(=O)O)c2c(C(=O)O)cccc12 was read as PME-1 Maybr inh 10, S1P1 agonist 1, TLR4 MyD88 blk 4, luminol inh ctr -4, Nox1 inh 7, rat GALR2 agon -4, NOTCH agonist -0.3 and KOR antag MB 17.
For O=S(=O)(c1cc(Cl)sc1Cl)N1CCN(CCc2ccccc2)CC1 the results were PME-1 Maybr inh 3, S1P1 agonist 23, TLR4 MyD88 blk -1, luminol inh ctr 2, Nox1 inh -12, rat GALR2 agon -6, NOTCH agonist -0.6 and KOR antag MB 4.
Cc1ccccc1CO/N=C\c1[nH]ncc1Br was read as PME-1 Maybr inh 4, S1P1 agonist 3, TLR4 MyD88 blk 5, luminol inh ctr -4, Nox1 inh 7, rat GALR2 agon -5, NOTCH agonist 0.0 and KOR antag MB -1.

In the list so far, 3 have a cyano group.
Screening CSc1ccc(/C=C(\C#N)C(N)=O)cc1 returned PME-1 Maybr inh 5, S1P1 agonist -14, TLR4 MyD88 blk -5, luminol inh ctr -4, Nox1 inh -17, rat GALR2 agon -7, NOTCH agonist -0.7 and KOR antag MB 5.
Screening CCOC(=O)/C(C#N)=C(\N=C(/N)c1ccc(C(F)(F)F)cc1)Nc1ccc(Cl)cc1 returned PME-1 Maybr inh -6, S1P1 agonist 0, TLR4 MyD88 blk 8, luminol inh ctr -1, Nox1 inh -48, rat GALR2 agon -4, NOTCH agonist 0.1 and KOR antag MB 8.
For Cc1nc(N(C)C)c(C#N)c(C)c1[N+](=O)[O-] the results were PME-1 Maybr inh 1, S1P1 agonist -21, TLR4 MyD88 blk -2, luminol inh ctr 0, Nox1 inh -40, rat GALR2 agon -5, NOTCH agonist -0.4 and KOR antag MB 17.

More compounds
Screening O=C(Oc1ccc([N+](=O)[O-])cc1)c1c(Cl)cccc1Cl returned PME-1 Maybr inh 2, S1P1 agonist 5, TLR4 MyD88 blk 7, luminol inh ctr 2, Nox1 inh -38, rat GALR2 agon -4, NOTCH agonist 0.1 and KOR antag MB -8.
Screening O=C(CSc1ccc(C(F)(F)F)cn1)Nc1ccc2c(c1)OCCO2 returned PME-1 Maybr inh 6, S1P1 agonist 7, TLR4 MyD88 blk 8, luminol inh ctr 0, Nox1 inh 21, rat GALR2 agon -6, NOTCH agonist -0.4 and KOR antag MB 12.
Screening CCOC(=O)/C=C(/Nc1ccccc1SC)c1ccccc1 returned PME-1 Maybr inh -2, S1P1 agonist -12, TLR4 MyD88 blk 6, luminol inh ctr 2, Nox1 inh -51, rat GALR2 agon -8, NOTCH agonist -0.4 and KOR antag MB 0.
Screening Cc1ccccc1NC(=O)NCCc1ccccc1 returned PME-1 Maybr inh -2, S1P1 agonist 0, TLR4 MyD88 blk 3, luminol inh ctr -1, Nox1 inh -3, rat GALR2 agon -7, NOTCH agonist -0.3 and KOR antag MB -8.
Screening N/C(=N\OS(=O)(=O)c1ccc(Cl)cc1)c1ccc(C(F)(F)F)cc1 returned PME-1 Maybr inh -3, S1P1 agonist 2, TLR4 MyD88 blk 3, luminol inh ctr 2, Nox1 inh -50, rat GALR2 agon -4, NOTCH agonist -0.5 and KOR antag MB 3.
For O=C(CSc1nnc(-c2ccncc2)n1Cc1ccccc1)N1CCCc2ccccc21 the results were PME-1 Maybr inh 10, S1P1 agonist 26, TLR4 MyD88 blk 0, luminol inh ctr -5, Nox1 inh 18, rat GALR2 agon -2, NOTCH agonist -1.1 and KOR antag MB 14.

Quoted at random: 2 compounds from above, in no set order.
Screening CCOC(=O)/C=C(/Nc1ccccc1SC)c1ccccc1 returned PME-1 Maybr inh -2, S1P1 agonist -12, TLR4 MyD88 blk 6, luminol inh ctr 2, Nox1 inh -51, rat GALR2 agon -8, NOTCH agonist -0.4 and KOR antag MB 0.
Screening Cc1ccccc1NC(=O)NCCc1ccccc1 returned PME-1 Maybr inh -2, S1P1 agonist 0, TLR4 MyD88 blk 3, luminol inh ctr -1, Nox1 inh -3, rat GALR2 agon -7, NOTCH agonist -0.3 and KOR antag MB -8.
